Assay outcomes deposited in PubChem BioAssay by several laboratories.
S1P2 blocker: blocks the human S1P2 receptor; inhibition, % at 5 µM; O95136; cell-based S1P2 antagonist assay, inhibition at 5 uM; actives 0.21% (n = 97,000); in the data active = inhibition above about 45%;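 note: CRE beta-lactamase reporter cells expressing human S1P2 stimulated with S1P; 0% = agonist at EC80 alone and 100% = agonist plus reference antagonist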
PLK1 inh: inhibitors of human PLK1 kinase. recombinant PLK1 kinase, TR-FRET peptide phosphorylation. inhibition, % at 10 µM. actives 0.53% (n = 97,000);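 active = inhibition of 50% or more in the single-concentration screen; inactive = inhibition below 50%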;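 note: 0% = DMSO max control and 100% = H-89 dihydrochloride min control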
Plk1 PBD FP: Plk1 (human) PBD binding inhibition; Plk1 PBD phosphopeptide binding, fluorescence polarization; P53350; inhibition, %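 (tested at about 20 µM)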; actives 0.13% (n = 97,000); in the data active = inhibition above about 34%, passing the limit was not always enough
HIV Rev-RRE inh: disrupts HIV-1 Rev binding to RRE RNA; P05866; Rev peptide-RRE RNA binding, FRET; inhibition, % at 8 µM; actives 0.79% (n = 97,000);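 active = inhibition above the screen-wide mean plus 3 SD, cut at about 35% in these data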;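 note: 0% = median DMSO wells and 100% = median Neomycin B control wells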
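Assay system: Rev peptide and RRE RNA, both fluorescently labelled; times: 5 min preincubation and 15 min binding, 25 °C; detection: FRET, ex 480 nm, em 540 and 671 nm; read-out basis: % inhibition from 671/540 nm acceptor-to-donor ratio, scaled between controls; benchmarks: DMSO low control, neomycin B high control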
EphB4 antag: antagonists of human EphB4-ephrin-B2 interaction; EphB4 LBD / TNYL-RAW-Alexa532 peptide, fluorescence polarization; inhibition, % at 7 µM; actives 0.15% (n = 97,000);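 active = inhibition above the screen-wide mean inhibition plus 3 SD, cut at about 15% in these data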;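 note: 0% = DMSO wells and 100% = excess unlabeled TNYL-RAW peptide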
MT1-MMP txn act: MT1-MMP promoter transcription activation | actives 0.16% (n = 86,000) | AID 750 | HT1080 MT1-MMP promoter luciferase reporter, luminescence, overnight; active compounds read high | activation factor at 10 µM;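 active = activation factor of at least 2 for MT1-MMP transcription at 10 µM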
FAK inh: FAK (human) kinase inhibition | biochemical FAK kinase activity assay | Q05397 | inhibition, %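 (tested at 7 µM)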 | actives 0.84% (n = 97,000); in the data active = inhibition above about 19%;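 note: 0% = DMSO and 100% = reference compound high control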
Target sequence (Q05397 whole entry, looked up): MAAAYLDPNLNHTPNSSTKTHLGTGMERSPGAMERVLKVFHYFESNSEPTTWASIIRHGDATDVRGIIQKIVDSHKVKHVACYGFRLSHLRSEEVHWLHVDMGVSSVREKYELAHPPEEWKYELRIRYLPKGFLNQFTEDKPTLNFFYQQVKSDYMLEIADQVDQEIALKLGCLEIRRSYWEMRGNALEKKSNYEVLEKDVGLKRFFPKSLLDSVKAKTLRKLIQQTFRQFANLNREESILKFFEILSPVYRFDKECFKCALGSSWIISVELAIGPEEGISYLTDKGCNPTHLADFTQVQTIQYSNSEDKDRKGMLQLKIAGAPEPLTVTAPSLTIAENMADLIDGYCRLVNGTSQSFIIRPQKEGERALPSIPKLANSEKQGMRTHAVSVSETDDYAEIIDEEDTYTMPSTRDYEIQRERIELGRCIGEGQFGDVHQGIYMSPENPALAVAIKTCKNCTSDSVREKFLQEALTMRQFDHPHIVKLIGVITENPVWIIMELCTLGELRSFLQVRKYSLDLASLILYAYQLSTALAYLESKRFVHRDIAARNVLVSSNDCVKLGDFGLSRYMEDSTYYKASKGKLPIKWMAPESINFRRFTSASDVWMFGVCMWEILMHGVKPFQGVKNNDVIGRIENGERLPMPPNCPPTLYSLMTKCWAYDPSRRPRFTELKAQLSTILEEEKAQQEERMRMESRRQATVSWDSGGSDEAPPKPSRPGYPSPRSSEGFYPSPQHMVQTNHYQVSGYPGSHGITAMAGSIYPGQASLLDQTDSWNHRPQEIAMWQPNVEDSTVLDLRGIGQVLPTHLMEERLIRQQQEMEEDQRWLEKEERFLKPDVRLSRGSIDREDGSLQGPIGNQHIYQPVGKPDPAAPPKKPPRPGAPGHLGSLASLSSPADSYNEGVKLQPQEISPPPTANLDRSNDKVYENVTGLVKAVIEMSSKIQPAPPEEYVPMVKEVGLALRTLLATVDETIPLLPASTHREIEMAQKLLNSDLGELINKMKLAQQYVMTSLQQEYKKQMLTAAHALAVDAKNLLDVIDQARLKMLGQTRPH
PLAP act: human PLAP activation. actives 1.2% (n = 96,000). purified PLAP enzyme, luminescent substrate read-out; active compounds read high. activation fold at 20 µM. P05187; in the data active = activation fold above about 2
S1P2 ag: S1P2 (human) receptor agonism; activation, % at 4.5 µM; actives 0.46% (n = 97,000); S1P2-expressing cell line, agonist reporter read-out; AID 729; O95136; in the data active = activation above about 16%;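 note: 0% = vehicle low control and 100% = maximal reference agonist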
* marks the source's active call; other numbers are inactive results; nt = not tested or not shown.

item	EphB4 antag	PLAP act	Plk1 PBD FP	FAK inh	MT1-MMP txn act	HIV Rev-RRE inh	PLK1 inh	S1P2 ag	S1P2 blocker	smiles
1	-6	1.1	5	-1	nt	-3	-9	-10	-5	COC(=O)Nc1cccn(Cc2c(Cl)cccc2Cl)c1=O
2	2	1.7	-40	7	1.2	5	-6	-5	12	COc1ccc(C(c2nnnn2Cc2cccs2)N2CCN(c3ccc(F)cc3)CC2)cc1OC (stereo unspecified)
3	1	nt	-4	0	1.1	2	-7	-2	-15	COc1cc(C2CC(=O)c3cnc(NC(C)=O)nc3C2)cc(OC)c1OC (stereo unspecified)
4	2	1.3	11	-5	nt	-6	-16	-6	4	Cc1ccc(C(=O)c2c[nH]c(C(=O)NCc3cccnc3)c2)cc1
5	1	nt	18	-1	1.1	4	-13	-3	8	CC(Sc1nc(-c2ccccc2)cc(C(F)(F)F)n1)C(=O)N1CCC(C(N)=O)CC1 (stereo unspecified)
6	-6	0.9	16	-6	1.2	5	-8	-10	-16	CCOC(=O)C1C(c2ccc(C)o2)NC(=O)NC1(O)C(F)(F)F (stereo unspecified)
7	8	1.4	-22	1	0.9	2	2	-5	10	Cc1cccc(NS(=O)(=O)c2cc(C(=O)N3CCN(C)CC3)ccc2C)c1
8	1	1.9	-19	2	0.8	0	-8	-6	-8	COc1ccc(-c2cc(C(F)(F)F)nc(-n3cc(Cl)cn3)n2)cc1
9	5	1.4	6	-9	1.2	4	-1	-4	2	CC1CCN(Cc2ccc(NC(=O)CC3Oc4ccccc4NC3=O)cc2)CC1 (stereo unspecified)
10	-1	0.8	-28	0	1.1	2	-10	0	1	O=S(=O)(NCCOc1ccc(F)cc1)c1ccc2c(c1)OCCO2
11	3	nt	-24	0	1.1	9	-11	-3	21	COC(=O)C1=C(C)C(c2cccs2)NC(=O)N1C (stereo unspecified)
12	1	1	20	3	nt	5	-1	-2	-3	COc1cccc(C(=O)O/N=C(\N)c2ccncc2)c1
13	0	1	-14	-2	1	9	-11	-7	-5	CC(C)(O)C#Cc1ccc(C(=O)N2CCCC2C(=O)O)s1 (stereo unspecified)
14	0	0.8	9	5	nt	6	-8	-5	13	Cn1nc(C(F)(F)F)c(/C=N/OC(=O)c2ccccc2)c1Cl
15	-3	1.4	-27	-1	1.2	3	-8	-4	-10	CCOC(=O)N1CCN(S(=O)(=O)c2ccc(OC)c3ccccc23)CC1

A different layout for some results above:
Values run as follows: EphB4 antag | PLAP act | Plk1 PBD FP | FAK inh | MT1-MMP txn act | HIV Rev-RRE inh | PLK1 inh | S1P2 ag | S1P2 blocker
5) CC(Sc1nc(-c2ccccc2)cc(C(F)(F)F)n1)C(=O)N1CCC(C(N)=O)CC1 (stereo unspecified)
  1 | nt | 18 | -1 | 1.1 | 4 | -13 | -3 | 8
6) CCOC(=O)C1C(c2ccc(C)o2)NC(=O)NC1(O)C(F)(F)F (stereo unspecified)
  -6 | 0.9 | 16 | -6 | 1.2 | 5 | -8 | -10 | -16
7) Cc1cccc(NS(=O)(=O)c2cc(C(=O)N3CCN(C)CC3)ccc2C)c1
  8 | 1.4 | -22 | 1 | 0.9 | 2 | 2 | -5 | 10
8) COc1ccc(-c2cc(C(F)(F)F)nc(-n3cc(Cl)cn3)n2)cc1
  1 | 1.9 | -19 | 2 | 0.8 | 0 | -8 | -6 | -8

Additional results follow.
item	EphB4 antag	PLAP act	Plk1 PBD FP	FAK inh	MT1-MMP txn act	HIV Rev-RRE inh	PLK1 inh	S1P2 ag	S1P2 blocker	smiles
16	-3	1.2	-22	6	nt	2	8	-8	45	Cc1ccc(S(=O)(=O)N2CCN(c3cc4c(cc3[N+](=O)[O-])n(C)c(=O)n4C)CC2)cc1
17	-2	1	-1	-1	1.2	2	-3	-4	-4	O=C(NCCNC(=O)C(c1ccccc1)c1ccccc1)c1ccco1
18	-3	1.6	3	0	1.1	-2	-21	-4	1	C=CCn1c(SCc2nc3ccccc3c(=O)[nH]2)nnc1-c1cc2cc(Cl)ccc2o1
19	-3	1.1	12	-7	1.3	-3	-5	-1	-6	O=S(=O)(Nc1nnc(-c2ccccc2)s1)c1ccc(Cl)cc1
20	2	0.8	-2	-1	1	12	-17	-4	-32	O=c1cc(N2CCOCC2)c2ccccc2o1
21	-3	1.1	11	-1	nt	3	-13	-5	-13	COc1ccc(/C=C2/C(=O)N(CC3CCCO3)C(=S)N2C)c(OC)c1 (stereo unspecified)
22	-8	1.1	-18	-9	nt	0	-4	-2	-26	CCCc1cc2c(cc1NC(=O)c1ccc(Br)cc1)OCO2
23	0	1	5	1	1.3	-1	-10	-4	-19	c1csc(-c2nn3c(C4COc5ccccc5O4)nnc3s2)c1 (stereo unspecified)
24	-2	1	12	0	1	10	-5	-4	-19	CCOC(=O)CCc1nc2ccccc2[nH]c1=O
25	5	1.4	-16	3	1	1	-9	-5	2	Cn1cccc1C(=S)N=P(C1CCCCC1)(N1CCOCC1)N1CCOCC1
26	-3	1	-14	0	1.1	3	5	0	-1	COc1ccc(OC)c(NC(=O)c2ccc(NC(C)=O)cc2)c1
27	3	1.4	8	0	1	11	-6	-3	1	O=C(CC1C(=O)NCCN1C(=O)Nc1ccccc1)Nc1ccc2c(c1)OCO2 (stereo unspecified)
28	-5	0.9	0	0	1.1	4	-8	-6	-5	CC(=O)OC1c2ccccc2C(=O)N1c1ccccc1C (stereo unspecified)
29	-8	1.1	6	2	1.2	5	-10	-2	1	Cc1nnc(SCC(=O)Nc2ccc3c(c2)OCCO3)n1CC1CCCO1 (stereo unspecified)
30	0	0.9	-20	-7	1.2	5	-5	-4	24	COCCNC(=O)CN1CCOc2ccccc21

Looked up one by one from the entries so far (6):
item	EphB4 antag	PLAP act	Plk1 PBD FP	FAK inh	MT1-MMP txn act	HIV Rev-RRE inh	PLK1 inh	S1P2 ag	S1P2 blocker	smiles
20	2	0.8	-2	-1	1	12	-17	-4	-32	O=c1cc(N2CCOCC2)c2ccccc2o1
28	-5	0.9	0	0	1.1	4	-8	-6	-5	CC(=O)OC1c2ccccc2C(=O)N1c1ccccc1C (stereo unspecified)
26	-3	1	-14	0	1.1	3	5	0	-1	COc1ccc(OC)c(NC(=O)c2ccc(NC(C)=O)cc2)c1
29	-8	1.1	6	2	1.2	5	-10	-2	1	Cc1nnc(SCC(=O)Nc2ccc3c(c2)OCCO3)n1CC1CCCO1 (stereo unspecified)
22	-8	1.1	-18	-9	nt	0	-4	-2	-26	CCCc1cc2c(cc1NC(=O)c1ccc(Br)cc1)OCO2
25	5	1.4	-16	3	1	1	-9	-5	2	Cn1cccc1C(=S)N=P(C1CCCCC1)(N1CCOCC1)N1CCOCC1

The results go on.
item	EphB4 antag	PLAP act	Plk1 PBD FP	FAK inh	MT1-MMP txn act	HIV Rev-RRE inh	PLK1 inh	S1P2 ag	S1P2 blocker	smiles
31	0	0.9	4	2	1.4	4	-4	-2	-11	CSc1cccc(NC(=O)c2cnccn2)c1
32	3	1	12	1	1	7	2	-2	11	O=C(NCc1cccs1)C1CCCN(S(=O)(=O)c2ccc3c(c2)OCO3)C1 (stereo unspecified)
33	-2	1.6	-2	-2	0.9	5	-15	-1	11	CC(C)OC(=O)CCCCCN1C(=O)CSC1=S
34	-2	1.2	-4	4	1.3	7	-15	-2	5	COc1ccc2cc3cc(C(=O)NCC4COc5ccccc5O4)oc3nc2c1 (stereo unspecified)
35	4	0.8	-14	0	1.1	4	-9	-5	8	CSc1ccccc1NC(=S)Nc1ccccc1C(F)(F)F
36	2	1.4	-6	3	0.8	20	-9	0	25	CC1=NC(Nc2nc(C)c3ccccc3n2)=NC(C)(C)C1
37	-2	0.9	-7	1	nt	30	-6	-5	-16	COC(=O)c1c(N)sc2c1CCN(c1ncc(C(F)(F)F)cc1Cl)C2
38	-7	1.6	4	5	1.1	-2	-35	-3	-6	Cn1c(C(=O)NC2CCCCCC2)cc2c(=O)n(C)c3ccccc3c21
39	-8	1.1	-5	0	1.1	3	-1	-1	-7	CCOC(=O)C(Cc1cc(C(C)=O)ccc1OCC)C(=O)OCC
40	-2	0.9	0	-7	1.1	1	7	-1	-12	COc1ccc(-n2nnc3c(SCC(=O)Nc4ccc5c(c4)OCCO5)ncnc32)cc1
41	9	0.9	7	2	1.1	-8	4	0	-13	COC(=O)CSc1nc2ccc(NC(=O)CSc3nnnn3Cc3ccccc3)cc2s1
42	3	0.7	0	8	1.1	4	-8	-1	14	CCOc1ccccc1NC(=O)CCc1ccc(C)o1
43	1	1.1	-4	-1	1.2	4	-7	-1	-11	COc1ccc(-n2c(=S)[nH]c3cc(C(=O)NCCCN4CCCC4=O)ccc3c2=O)cc1
44	4	0.9	25	1	nt	8	-11	-10	5	Cn1cccc1C(=O)C(=O)Nc1ccccc1
45	7	1	10	2	nt	5	4	-3	-34	CCOc1cc(/C=C2/SC(=Nc3ccccc3)N(Cc3cccnc3)C2=O)ccc1OCC#N

Other compounds
item	EphB4 antag	PLAP act	Plk1 PBD FP	FAK inh	MT1-MMP txn act	HIV Rev-RRE inh	PLK1 inh	S1P2 ag	S1P2 blocker	smiles
46	3	1	-26	0	1.2	12	-5	-3	12	CCOC(=O)Cn1nnc(-c2ccc(OCC(C)C)cc2)n1
47	1	1.8	26	-3	1.2	2	4	-3	-4	COc1cc(C)nc(OCCNC(=O)COc2ccc(Cl)cc2Cl)n1
48	0	0.9	-7	-6	1.1	4	-4	-4	11	O=C1CC(c2ccc(S(=O)(=O)NCc3ccccc3)cc2)CN1 (stereo unspecified)
49	6	1.5	-23	-1	1.4	4	-8	-4	9	Cc1ccc(-c2nnc(SCC(=O)N3CCCC3)o2)cc1C
50	0	1.4	-14	1	1.2	0	-6	0	-23	CSCC[C@H](NC(=O)c1nn(C)c(=O)c2ccccc12)c1nc2ccccc2[nH]1
51	2	1	-3	10	nt	10	-2	-5	13	COc1ccc(C(=O)Nc2ncc3c(n2)-c2ccccc2CC3)cc1
52	-6	0.7	-29	0	1.1	14	-10	-5	10	Cc1ccc(NC(=O)CSC(N)=O)cc1Cl
53	-1	1.5	8	5	1.1	-5	-12	-2	-26	COc1ccc(C(=O)NCc2c(CC(C)C)oc(C)c2C(=O)O)cc1
54	6	0.7	-10	2	1.1	11	-14	-6	7	COc1cccc2cc(C(C)=O)c(=O)oc12
55	-1	nt	-12	-1	1.2	-3	-4	-10	-1	O=C(NCc1ccccc1)N1CCn2c(nc3ccccc32)C1
56	-7	nt	-2	-1	0.9	2	-2	-6	-13	CNc1nc(SC)nc(N(C#N)CC(=O)OC)n1
57	-4	0.8	-14	2	1.1	0	-4	-9	14	CCc1cccc(OCCOCCN2CCCC2)c1
58	-6	1.1	-6	2	1.1	-3	-9	-7	-1	CCC(C)[C@H](NC(=O)NCCCc1ccccc1)C(=O)OC (stereo partly specified)
59	-9	1.3	37	-5	1	0	-8	1	0	Cc1ccc2c(c1)c1c(n2CC2COC(C)(C)O2)C(=O)CCC1 (stereo unspecified)
